Source: PubChem BioAssay (several laboratories)
EBNA-1 inh = blocks EBNA-1 binding to DNA. actives 0.34% (n = 300,000). EBNA-1 DNA binding, fluorescence polarization. inhibition, % at 14.8 µM. AID 1950; in the data active = inhibition above about 28%
procasp7 counter = activates human procaspase-7, counter-screen for procaspase-3 activators | P55210 | activation, % at 8.5 µM | actives 0.093% (n = 330,000) | AID 463210 | recombinant procaspase-7, Ac-DEVD-pNA absorbance 405 nm; D23A/D198A/D206A triple mutant, cannot self-cleave; scale: DMSO 0, 5 µM enzyme 100;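 active = percent activation above the screen-wide mean plus 3 SD, cut at about 25% in these data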
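Material: Procaspase-7 triple mutant (PC-7 D3A) | Quantity: 2 µM procaspase-7 mutant as dispensed | Reagent: DEVD-pNA substrate | Times: 1 h preincubation, 2 h reaction | Technique: 405 nm absorbance of p-nitroaniline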
proCasp3 act = procaspase-3 (human) activation. P42574. recombinant procaspase-3 D3A, Ac-DEVD-pNA absorbance 405 nm. activation, % at 8.5 µM. actives 0.11% (n = 330,000);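 active = activation above the mean of all tested compounds plus 3 SD, cut at about 21% in these data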;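 note: 0% = DMSO alone and 100% = DMSO wells spiked with extra 5 µM PC-3 D3A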
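Technique: 405 nm absorbance of p-nitroaniline, reads at 0 and 120 min; Test system: Procaspase-3 D3A mutant; Incubation: 1 h enzyme-compound preincubation, then 2 h substrate reaction, 25 °C; Repeats: singlicate, each compound tested once; Benchmarks: low control DMSO wells, high control DMSO plus 5 µM PC-3 D3A.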
ZTA DNA inh = ZTA (EBV) inhibition in EBNA-1 counter-screen | P03206 | ZTA-DNA binding, fluorescence polarization | inhibition, % at 11 µM | actives 0.15% (n = 320,000) | AID 2234; in the data active = inhibition above about 33%
RPL19A TOR yeast = modulators of TOR pathway RPL19A-GFP in S. cerevisiae | S. cerevisiae RPL19A-GFP strain, flow cytometry, 3 h; stronger effect = lower value | percent response vs DMSO, % at 10 µM | actives 0.3% (n = 330,000);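 active = percent response vs DMSO below 50%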;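 note: median channel GFP fluorescence of the barcoded RPL19A-GFP strain; ratio of sample median GFP to plate DMSO average so 100% = DMSO; lower means less RPL19A-GFP as with rapamycin TOR inhibition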
AHR act = human AHR activation | AID 2796 | P35869 | AHR-responsive luciferase reporter cells, luminescence | activation, % at 5 µM | actives 2.5% (n = 320,000); in the data active = activation above about 47%;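 note: 0% = vehicle wells and 100% = reference agonist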
MEP2 TOR yeast = yeast TOR pathway MEP2-GFP modulation; S. cerevisiae MEP2-GFP strain, flow cytometry GFP, 3 h; 100% = DMSO control level; GFP response vs DMSO, % at 10 µM; AID 2016; actives 0.51% (n = 330,000);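 active = GFP response versus DMSO above a set limit, roughly screen mean plus 3 SD, cut at about 180% in these data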;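 note: median GFP fluorescence of the barcode-gated MEP2-GFP cells per well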
LAP4-GFP MLPCN = yeast TOR pathway LAP4-GFP modulation | S. cerevisiae LAP4-GFP multiplex, flow cytometry GFP, 3 h; median GFP as percent of DMSO wells | GFP response vs DMSO, % at 10 µM | actives 0.34% (n = 320,000) | AID 2023;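 active = GFP response vs DMSO above a set limit, about the screen mean plus 3 SD, cut at about 150% in these data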
Starred values were filed as active, the others as inactive; . = not tested or not shown; [ ] = another dose, or the depositor's remark.

SMILES	EBNA-1 inh	procasp7 counter	proCasp3 act	ZTA DNA inh	RPL19A TOR yeast	AHR act	MEP2 TOR yeast	LAP4-GFP MLPCN
CCS(=O)(=O)Nc1c(C)n(C)n(-c2ccccc2)c1=O	-3	-1	-3	-14	97	1	103	103
CCc1c(C)nc(N2CCN(c3ccccc3)CC2)[nH]c1=O	-12	12	-6	1	99	-7	99	97
O=C(O)c1ccc(Cl)c(S(=O)(=O)N(Cc2ccccc2)c2ccc(Cl)cc2)c1	5	5	0	1	102	1	90	105
COc1ccc(-c2sc3ccccc3c2C#CCO)cc1	-7	3	1	-7	96	20	106	115
CC(C)(C)OC(=O)NCCc1nnc(SCC(=O)Nc2cccc(Cl)c2)o1	5	-5	-1	-4	106	0	109	99
CCOC(=O)[C@H]1[C@H]2COc3ccccc3[C@@H]2N2C(=O)c3cc(Cl)ccc3NC(=O)[C@@]12C	2	-4	-3	-4	.	2	.	.
CCNC(=S)NNC(=O)c1cc(-c2ccc(OCC)cc2)nc2ccccc12	14	-8	-6	9	22*[may fluoresce violet]	-13	361*[may fluoresce violet]	98[may fluoresce violet]
O=c1ccc(Cl)nn1-c1ccccc1	6	3	-2	-9	99	1	102	108
CN(C)/C=C(\C#N)S(=O)(=O)C(C)(C)C	2	1	5	-1	101	-1	112	106
COc1cc(/C=N/N=C2/C(=O)Nc3ccccc32)cc(OC)c1O	4	11	-5	10	101	34	98	93
COc1ccc2c(C)cc(N3CCOCC3)nc2c1	5	4	0	-9	103	5	109	92
Cc1cccc(S(=O)(=O)Nc2nc3ccccc3nc2Nc2ccc3c(c2)OCO3)c1	-9	-1	-4	10	100	20	101	85
COc1ccccc1NC(=O)NCCN1CCN(C(=O)Nc2ccccc2OC)CC1	9	5	7	9	104	0	103	99
c1ccc(-c2cc3n(c2)CCc2ccccc2-3)cc1	-3	6	1	-14	92	42	97	86
O=C(CSc1nnc(-c2cccs2)n1-c1ccccc1)N1CCCC1	2	7	4	-12	97	0	97	91
CC(C)(C)OCC(NC(=O)C(CC(N)=O)NC(=O)OC(C)(C)C)C(=O)OC(C)(C)C (stereo unspecified)	-1	3	0	5	97	0	101	102
COc1cc(C(=O)Nc2nnc(C)s2)c([N+](=O)[O-])cc1OC	7	0	-4	11	102	3	100	100
CCS(=O)(=O)Nc1cc2c3c(c1)CCC(=O)N3CCC2	-5	5	3	5	99	8	96	109
COC(=O)Cc1[nH]n(-c2nc3ccccc3s2)c(=O)c1C(C)=Nc1ccc(OC)cc1	-11	-8	4	-8	96	6	96	102
CC(C)n1c2ccccc2c2nnc(SCC(=O)Nc3ccccc3C(=O)O)nc21	5	8	-2	4	98	5	100	93
CCN(CC)CCc1nc(-c2ccccc2)no1	3	7	6	0	98	2	97	123
CC(C)C(=O)Nc1c(C(=O)N2CCN(c3ncccn3)CC2)oc2ccccc12	-3	15	0	-11	100	-6	100	114
COc1cc(O)c(NC(C)=O)c2nonc12	-2	-19	-2	-5	92	1	95	93
O=C(Cn1cc2c(n1)CCCCC2)NCCCN1CCOCC1	2	-1	3	5	98	-1	109	98
COC(=O)c1[nH]c(C)c(/C(O)=C2\C(=O)C(=O)N(CCN(C)C)C2c2cc(OC)ccc2OC)c1C (stereo unspecified)	-3	3	-6	-19	93	4	96	96
CN(CC(=O)NCc1ccccc1Cl)CC(=O)Nc1ccccc1Br	.	10	6	27	95	0	95	98
Cn1ccnc1SCC(=O)Nc1cccc(O)c1	3	-3	6	-8	108	2	101	99
O=S(=O)(Nc1ncccn1)c1ccc(NC(=S)Nc2cccc(Cl)c2)cc1	-3	1	-10	3	111	2	110	102
CCN1CCN(c2ccc(NC(=O)COc3ccc(Cl)cc3C)cc2)CC1	.	10	5	.	102	1	111	123
COc1ccccc1NC(=O)CN(c1ccccc1OC)S(=O)(=O)c1ccccc1	11	-7	8	-4	102	22	108	109
COc1ccccc1N(C)S(=O)(=O)c1ccc(C(=O)OCC(=O)N(C(C)C)C(C)C)cc1	-5	-7	6	-9	93	-1	100	94
c1ccc(-c2cn3nc(-c4ccccc4)c(-c4ccccc4)nc3n2)cc1	-4	-6	-2	-4	94	7	107	119
Cc1cc(C)c2c(Cn3ccnc3)cc(=O)oc2c1	0	12	3	12	94	1	113	107
O=C(c1ccc(Cl)cc1)[C@@H]1[C@@H]2C(=O)N(c3ccccc3)C(=O)[C@@H]2C2c3ccccc3C=NN21 (stereo partly specified)	0	-1	1	-24	107	10	99	95
COc1cccc(-c2nc(CS(=O)CC(=O)O)c(C)o2)c1 (stereo unspecified)	7	6	2	-3	99	-2	99	101
COc1ccc(N(C)S(=O)(=O)c2cccc(C(=O)Nc3cccc(C(=O)NC4CC4)c3)c2)cc1	.	-2	3	-2	95	5	97	99
COc1ccccc1NS(=O)(=O)c1cn(C)cn1	-5	2	-3	-2	96	-1	99	88
CC1CCCN(C(=O)c2nn(C)c3c2CS(=O)(=O)c2ccccc2-3)C1 (stereo unspecified)	3	-1	-7	8	103	-1	96	98
O=Cc1cn(CCC(=O)O)nc1-c1cccc(Br)c1	-2	6	3	15	95	-1	111	90
Nc1ccn(Cc2cccc(Cl)c2)n1	-2	-2	0	-6	104	3	107	110
O=C(c1ccc(Cl)c(S(=O)(=O)N2CCOCC2)c1)N(Cc1nnc(-c2ccccc2Cl)o1)C1CC1	-11	0	0	-15	94	5	90	101
O=C(NC1CCCCC1)N(CCN1CCOCC1)Cc1cc2cc3c(cc2[nH]c1=O)OCCO3	-3	8	2	-2	99	1	100	104
O=C(CNc1ccccc1)NN=C1CCCC1	-2	0	6	-3	99	16	104	101
Cc1ccc(C[n+]2cccc(-c3ccccc3)c2)c(C)c1	-1	1	3	-13	101	1	94	100
COC(=O)c1ccc(NC(=O)CSc2nc3cccnc3n2C)cc1	6	0	0	-5	106	39	106	107
O=C(CCC(=O)N1CCOc2ccccc21)NCCCN1CCCCC1	3	-7	-3	-20	93	0	91	95
C=CC(COCc1ccccc1)N([C@@H](Cc1ccccc1)C(=O)OC)S(=O)(=O)c1ccccc1Br (stereo partly specified)	.	8	6	.	96	-1	102	98
Cc1nn(C)c(C)c1S(=O)(=O)N(CC(=O)NC1CCCCCC1)c1ccc(C(C)C)cc1	-11	-4	8	-8	103	0	108	103
O=C(N/N=C/c1c[nH]c2c1ccc1ccccc12)c1ccc([N+](=O)[O-])cc1	-2	1	2	1	99	105*	104	92
Cc1ccc(C(=O)C(C)OC(=O)c2cc3cc([N+](=O)[O-])ccc3oc2=O)cc1 (stereo unspecified)	-2	-8	-3	9	98	0	94	106
COc1ccc(Oc2cn[nH]c2-c2ccc(OCC(=O)NN)cc2O)cc1	-3	6	-10	-14	95	58*	97	105
CCc1ccc(C(=O)COC(=O)c2cncc(Br)c2)cc1	4	5	2	3	97	-1	93	103
Cc1ccc(CNC(=O)C2(C(F)(F)F)C/C(=C\Cc3ccccc3)CCCO2)o1 (stereo unspecified)	-3	-1	0	3	95	1	94	127
O=C(COC(=O)CCC(=O)c1ccc(F)cc1)Nc1ccc(F)cc1F	2	-2	-2	-2	106	1	101	102
Cc1cccc(N2CCN(C(=O)c3ccccc3SCC(=O)N3CCCC3)CC2)c1C	.	1	6	1	92	1	92	89
Cc1ccc(C2c3c(oc4ccccc4c3=O)C(=O)N2c2nncs2)cc1 (stereo unspecified)	-19	-11	3	-5	98	2	101	105
Cc1cc[n+](-c2nc3ccccc3nc2C(=C=[N-])C#N)cc1	5	-8	3	8	98	9	100	99
Cc1ccccc1C(=O)Nc1ccccc1N1CCCCC1	-2	-10	2	8	101	3	108	86
COc1ccc(Oc2cccc(Cl)c2CNC(=O)CSCC(=O)O)cc1	-5	6	-2	-12	99	1	94	110
COc1cc(C2C=C(Nc3ccccc3)C(=O)N2c2ccccc2)ccc1O (stereo unspecified)	-10	-2	-14	-10	96	0	99	96

In the list so far, 2 contain a thiophene ring, fused or not:
SMILES	EBNA-1 inh	procasp7 counter	proCasp3 act	ZTA DNA inh	RPL19A TOR yeast	AHR act	MEP2 TOR yeast	LAP4-GFP MLPCN
COc1ccc(-c2sc3ccccc3c2C#CCO)cc1	-7	3	1	-7	96	20	106	115
O=C(CSc1nnc(-c2cccs2)n1-c1ccccc1)N1CCCC1	2	7	4	-12	97	0	97	91

Looked up above:
ZTA DNA inh result of COC(=O)c1ccc(NC(=O)CSc2nc3cccnc3n2C)cc1 = -5
LAP4-GFP MLPCN result of O=C(c1ccc(Cl)c(S(=O)(=O)N2CCOCC2)c1)N(Cc1nnc(-c2ccccc2Cl)o1)C1CC1 = 101
AHR act result of Cc1ccc(C(=O)C(C)OC(=O)c2cc3cc([N+](=O)[O-])ccc3oc2=O)cc1 (stereo unspecified) = 0
proCasp3 act result of Cc1ccc(C[n+]2cccc(-c3ccccc3)c2)c(C)c1 = 3
proCasp3 act result of O=C(COC(=O)CCC(=O)c1ccc(F)cc1)Nc1ccc(F)cc1F = -2
proCasp3 act result of Cc1ccc(C2c3c(oc4ccccc4c3=O)C(=O)N2c2nncs2)cc1 (stereo unspecified) = 3

Further results follow.
SMILES	EBNA-1 inh	procasp7 counter	proCasp3 act	ZTA DNA inh	RPL19A TOR yeast	AHR act	MEP2 TOR yeast	LAP4-GFP MLPCN
Nc1ccc(CC2SC(=O)NC2=O)cc1 (stereo unspecified)	-11	-3	7	4	51[may fluoresce violet]	4	416*[may fluoresce violet]	132[may fluoresce violet]
CN(C(=O)c1ccc2c(c1)CCN2S(C)(=O)=O)c1ccccc1	1	3	3	5	88	0	91	88
CC(C(=O)N1CCc2ccccc21)N1CCc2ccccc2C1 (stereo unspecified)	-2	23	0	9	98	15	105	106
Cc1cc(C(=O)OCC(=O)N2CCc3ccccc32)c(C)o1	-3	0	-2	0	99	-1	97	106
Cc1c(CNCCc2ccccc2Cl)c(C(=O)O)c(C)n1-c1ccccc1	-12	-2	2	-8	102	0	105	97
CS(=O)(=O)c1ccc2nc(NC(=O)c3ccc(Cl)nc3)sc2c1	-11	10	3	6	96	-5	97	91
CC1CCC(C(C)C)C(OC(=O)C[n+]2cc(-c3ccc(Cl)cc3)n3c2CCC3)C1 (stereo unspecified)	0	8	1	-11	99	2	98	101
CO/N=C(/CS(=O)c1ccc(Br)cc1)c1ccc(OC)cc1 (stereo unspecified)	-9	6	3	-2	99	10	95	102
Cc1cc(C)cc(Oc2ccc(C(F)(F)F)cc2C#N)c1	2	11	-1	6	96	1	98	93
CCCNc1nc(N)nc(-c2cc(Cl)ccc2OC)n1	-9	9	3	-6	104	11	103	98
Cc1cc2cc(CCNC(=O)C(C)C)c(=O)[nH]c2cc1C	3	3	3	18	102	2	110	96
COc1ccc(S(=O)(=O)N2CCN(CCC(=O)Nc3ccccc3F)CC2)cc1	0	5	0	-14	100	0	105	100
COc1ccc(NC(=O)c2cccc(N3C(=O)C4CC=C(C)CC4C3=O)c2)c(OC)c1 (stereo unspecified)	-2	6	10	15	100	-1	101	98
Cc1cc(C(F)(F)F)nn1CC(=O)N1CCCCC1C (stereo unspecified)	9	2	8	16	105	-1	115	107
CS(=O)(=O)c1ccc(-c2nnc(NC(=O)c3ccco3)o2)cc1	-2	4	2	-6	99	0	100	106
Cc1ccc(OCCCC(=O)N2CCOCC2)cc1	-12	-4	-5	-3	98	9	96	96
O=C(NCCN1CCCCC1)c1ccc(Oc2cc(Cl)cc(Cl)c2)o1	5	2	-9	9	99	1	97	111
COc1ccccc1NC(=O)c1ccc(CN2CCOCC2)cc1	-1	5	1	-11	102	2	110	110
Cc1ccc(S(=O)(=O)Oc2ccc(/C=C3\C(=N)N4N=C(S(C)(=O)=O)SC4=NC3=O)cc2)cc1	-3	12	4	9	103	1	111	99
Cc1cccc(C)c1NC(=O)C(c1ccc(Cl)cc1Cl)N1CCCCC1 (stereo unspecified)	-12	-1	-2	-6	99	1	100	98
